Source: PubChem BioAssay (several laboratories)
STEP block: blocks human striatal-enriched tyrosine phosphatase; P54829; recombinant STEP, OMFP fluorogenic substrate, fluorescence; inhibition, % at 20 µM; actives 0.25% (n = 360,000); AID 588621;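 active means inhibition at 20 µM, scaled per plate between control wells, above about 37%, limit read from the data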;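 further: 0% = DMSO with enzyme and substrate and 100% = substrate only without enzyme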
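Also added – OMFP at 25 µM · Test system – STEP tyrosine phosphatase · Technique – FITC-channel fluorescence of OMFP product · Schedule – 20 min at room temperature, dark · Evaluation – control-normalized % inhibition with plate pattern correction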
Neddylation inh: inhibitors of human cullin neddylation; TR-FRET cullin neddylation, biochemical; actives 0.58% (n = 360,000); AID 651699; calls only at 25 µM; P61081+Q13564; in the data active means inhibition above about 36%
Scp-1 inhibitor: inhibitors of human Scp-1 phosphatase | Q9GZU7 | Recombinant Scp1, phosphopeptide, malachite green phosphate absorbance | inhibition, % at 20 µM | actives 0.88% (n = 340,000);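 active means inhibition above about 50% at 20 µM, limit read from the data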;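 further: plate controls were DMSO wells with enzyme for no effect and wells lacking enzyme for full effect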
Target sequence (Q9GZU7 76-261 limits assumed): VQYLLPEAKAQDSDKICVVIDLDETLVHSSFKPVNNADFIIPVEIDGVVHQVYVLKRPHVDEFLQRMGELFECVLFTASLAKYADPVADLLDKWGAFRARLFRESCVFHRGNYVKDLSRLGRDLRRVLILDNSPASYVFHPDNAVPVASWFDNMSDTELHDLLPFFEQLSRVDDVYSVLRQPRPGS
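Incubation: 45 min enzyme reaction at room temperature / System: truncated SCP-1 phosphatase (76-261aa) / Reagent: Phospho 17-mer peptide substrate / Buffer or medium: Acidic Tris acetate buffer with magnesium and detergent / Signal: absorbance at 630 nm / Doses: one concentration, 20 µM, with 1.0% DMSO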
NadD block: NadD (S. aureus) enzyme inhibition. AID 602399. actives 0.78% (n = 360,000). inhibition, % at 20 µM. purified NadD enzyme, colorimetric absorbance read-out; in the data active means inhibition above about 26%; further: some compounds past the cut are filed as inactive
LMPTP inh: blocks human LMPTP phosphatase. inhibition, % at 20 µM. actives 0.22% (n = 360,000). recombinant LMPTP-A, OMFP fluorogenic substrate, fluorescence intensity. P24666;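 active means compounds that cut the enzyme signal by at least half of the control window in the single-dose screen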;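 further: plate controls were DMSO wells with enzyme plus substrate for no effect and substrate without enzyme for full effect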
Target sequence (P24666 whole entry, looked up): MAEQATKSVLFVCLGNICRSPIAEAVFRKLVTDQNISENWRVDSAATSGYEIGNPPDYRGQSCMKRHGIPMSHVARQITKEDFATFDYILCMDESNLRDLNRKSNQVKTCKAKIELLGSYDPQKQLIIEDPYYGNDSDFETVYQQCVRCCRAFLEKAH
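Buffer or medium: Bis-Tris pH 6.0, DTT, detergent; Assay system: LMPTP-A enzyme; Quantity: 0.625 nM enzyme; Detection: endpoint fluorescence intensity; Times: 50 min dark incubation at room temperature; Controls: substrate-only low control, DMSO enzyme-plus-substrate high control; Doses: single 20 µM dose; Read-out: percent inhibition versus substrate-only and uninhibited controls; Reagent: 400 µM OMFP.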
Rin1 Abl inh: human Rin1-Abl interaction inhibition. P00519+Q13671. TR-FRET Rin1/Abl binding, biochemical. inhibition, % at 7.35 µM. actives 0.4% (n = 360,000). AID 588664; in the data active means inhibition above about 5%, passing the limit was not always enough
Rpn11 inh: blocks the human proteasome subunit Rpn11; O00487; human 26S proteasome, Ub4-pepOG fluorescence polarization; 20S core pre-blocked with epoxomicin; calls only at 20 µM; actives 0.59% (n = 360,000);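 active means inhibition at 20 µM, scaled to each plate's controls, above about 33%, limit read from the data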
DNMT1 inh: blocks human DNA methyltransferase DNMT1. actives 0.83% (n = 360,000). DNMT1 molecular beacon, Hinp1I cleavage, fluorescence. inhibition (reported as % activation of signal), % at 10 µM; in the data active means inhibition above about 50%
CSN inh: CSN deneddylation inhibition; Q92905; Purified CSN, SCF-Nedd8-OG deneddylation, fluorescence polarization; inhibition, % at 12.5 µM; actives 0.38% (n = 360,000); AID 651999;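 active means pattern-corrected inhibition above about 35%, with an unprinted fluorescence ratio check between 0.5 and 1.5, limit read from the data, passing the limit was not always enough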;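 further: 0% = enzyme with substrate and 100% = substrate without enzyme; some results filed as inactive read as strong as hits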
Target sequence (Q92905 whole entry, looked up, one chain of several): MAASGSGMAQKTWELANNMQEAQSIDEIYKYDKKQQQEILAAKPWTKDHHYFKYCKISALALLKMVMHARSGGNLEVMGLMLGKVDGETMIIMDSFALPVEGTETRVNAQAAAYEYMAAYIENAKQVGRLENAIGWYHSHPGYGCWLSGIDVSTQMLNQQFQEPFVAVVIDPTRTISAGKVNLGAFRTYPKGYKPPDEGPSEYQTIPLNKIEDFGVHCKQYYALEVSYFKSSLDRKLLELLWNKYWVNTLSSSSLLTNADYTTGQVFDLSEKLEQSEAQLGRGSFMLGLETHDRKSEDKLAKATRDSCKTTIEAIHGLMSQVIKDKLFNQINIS
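Assay system: Purified human Csn5 enzyme expressed in HEK293T cells | Amount: Enzyme 0.24 nM | Measured by: Fluorescence polarization readout | Medium: Tris/NaCl/DTT buffer, pH 7.5 | Compound dosing: One concentration, 12.5 µM, 0.25% DMSO | Times: 90 min incubation of compound, enzyme and substrate at room temperature | Control set: no-enzyme wells high, enzyme-with-substrate wells low | Read-out: % inhibition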
SUMO1 PPI mod: modulators of human SUMO1-mediated protein-protein interactions; SUMO1 binding to a labelled peptide, TR-FRET, 1 h; inhibition, % at 20 µM; actives 0.33% (n = 360,000); AID 602429; in the data active means inhibition above about 37%
Target sequence (P63165 whole entry, looked up): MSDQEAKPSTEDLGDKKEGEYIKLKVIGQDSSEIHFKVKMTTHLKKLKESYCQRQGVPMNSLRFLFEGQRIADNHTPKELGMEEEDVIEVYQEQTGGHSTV
Starred values were filed as active, the others as inactive; i = inactive; . = no result given. Rows were taken by chance, and some 3.8% of all compounds hit somewhere here.

SMILES	STEP block	Neddylation inh	Scp-1 inhibitor	NadD block	LMPTP inh	Rin1 Abl inh	Rpn11 inh	DNMT1 inh	CSN inh	SUMO1 PPI mod
O=C(COC(=O)CCC(=O)c1ccc(F)cc1)NC1CCCCC1	-2	i	36	-5	-5.0	3	i	3	-1	0
O=C(Nc1ccc(F)cc1)C1CCC(N2C(=O)c3ccccc3C2=O)CC1 (stereo not given)	-2	i	-8	-2	-0.2	0	i	4	1	38
COc1ccccc1C(=O)NCCOc1ccc(C(C)(C)C)cc1	0	i	-5	-5	3.7	0	i	4	6	1
CCOC(=O)C1=C(C)SC2=NS(=O)(=O)CCN21	-4	i	-5	1	-1.5	3	i	3	6	-5
CCCOc1ccc(CC(=O)N/N=C\c2ccc(F)cc2)cc1	1	i	2	-5	0.2	0	i	-2	-1	-5
COc1cc2c(cc1OC)-c1cc(Nc3ccccc3C)nc(=O)n1CC2	0	i	4	-3	-1.8	4	i	1	0	11
O=c1cc(N2CCc3ccccc3C2)[nH]c(=O)n1-c1ccc(Br)cc1	1	i	-3	0	0.3	-1	i	4	2	-1
CCOC(=O)CNC(=O)Cn1cnc2c(nnn2-c2ccccc2)c1=O	-4	i	-11	6	0.5	0	i	4	-1	-2
CCc1ccc(NC(=O)N(CCN2CCOCC2)Cc2ccc3c(c2)CCCN3CC)cc1	-4	i	-5	-10	-0.4	3	i	-6	6	0
CCOc1ccc2[nH]c(SCC(=O)OC)c([N+](=O)[O-])c2c1	-1	i	5	2	-0.7	1	i	2	6	-14
O=C(CN1C2=NCCCN2c2ccccc21)c1cccc(Br)c1	-1	i	-2	2	-0.6	1	i	2	-2	-3
OCC1(c2cc(C(F)(F)F)n[nH]2)CCCCC1	1	i	0	-2	-0.7	3	i	-1	-28	6
CCCN1CCN(C(c2cc3cc4c(cc3[nH]c2=O)OCO4)c2nnnn2C(C)(C)C)CC1 (stereo not given)	-2	.	11	-4	-2.3	0	i	0	8	-1
Nn1c(SCC(=O)Nc2ccccc2)nnc1-c1cccnc1	-4	i	-1	-3	-2.0	-2	i	2	2	-2
CC(CN1CCOCC1)OC(=O)c1ccc(Cl)cc1Cl (stereo not given)	-2	i	-10	-7	-2.3	-1	i	-3	0	1
COCC(C)OC(=O)c1c(N)n(CCCN2CCOCC2)c2nc3ccccc3nc12 (stereo not given)	1	.	-11	-8	-1.5	-3	i	1	18	-1
CCOC(=O)C1CCN(Cc2nnc(-c3ccccc3C)o2)CC1	-2	i	-2	-7	-0.3	-4	i	0	-2	9
CCNS(=O)(=O)c1ccc(NC(=S)NCc2ccco2)cc1	-4	i	-9	-4	-0.9	-1	i	-16	-7	-4
O=C(C1CCCN(c2nnc(-n3cccc3)s2)C1)N1CCN(c2ccccc2)CC1 (stereo not given)	-2	i	-7	-2	0.6	1	i	-4	-2	8
COc1ccc(C(=O)Nc2c(O)ccc3ccccc23)cc1OC	0	i	-11	-1	-1.1	-2	i	-14	1	-5
COc1ccccc1S(=O)(=O)N(C)C[C@H]1Oc2ncc(Br)cc2C(=O)N([C@H](C)CO)C[C@H]1C	-3	i	.	-6	-2.0	-1	i	4	0	1
CC(C)(C)c1ccc(OC(=O)Cn2c(C(F)(F)F)nc3ccccc32)cc1	13	i	-17	4	2.0	-1	i	-3	-2	0
Cc1cc(C)cc(NC(=O)Cn2cc(C=O)c3ccccc32)c1	1	i	0	-2	-0.1	-2	i	3	0	-3
COc1cccc(OC)c1C(=O)NC(C)c1ccccc1 (stereo not given)	-2	i	1	-3	-2.2	0	i	3	-8	-4
Cc1cc(OCc2cc(C(=O)N(C)CCc3cnn(C)c3)no2)cc(C)c1Cl	-3	i	1	-2	1.5	5	i	-4	-5	6
Next part:
SMILES	STEP block	Neddylation inh	Scp-1 inhibitor	NadD block	LMPTP inh	Rin1 Abl inh	Rpn11 inh	DNMT1 inh	CSN inh	SUMO1 PPI mod
CC(C)COCC(O)CCC(=O)NNC(=S)Nc1ccccc1 (stereo not given)	1	i	0	-4	-2.0	0	i	-2	-5	-6
O=C(Nc1ccncc1)c1cc(S(=O)(=O)N2CCN(c3ccccc3)CC2)ccc1Cl	0	i	-4	4	0.0	5	i	-3	0	2
COc1cc2c(c(OC)c1OC)-c1ccc(N(C)CC(OC)OC)c(=O)cc1[C@@H](NC(C)=O)CC2	2	i	-10	0	0.2	-3	i	-1	-9	-18
Cc1nc2c3ccccc3nc(NNC(=O)CCC(=O)NCCN3CCN(c4ccccc4F)CC3)n2n1	-2	i	6	0	-0.9	1	i	1	-1	5
Cc1nn(CCC(=O)NNC(=S)NCC(C)C)c(C)c1Br	0	i	-6	0	-0.9	-3	i	-1	4	-1
O=C1CC(NS(=O)(=O)c2cccnc2)CN1c1cccc(F)c1 (stereo not given)	2	i	-7	-1	-0.1	4	i	1	5	2
COc1ccc(-c2cn3cc(C(=O)NN)ccc3n2)cc1	0	.	-6	-4	0.1	-1	i	0	-10	12
O=C(O)C1(c2ccccc2)CCN(S(=O)(=O)c2ccc(Cl)cc2)CC1	-2	i	-4	0	-1.3	1	i	-4	2	7
COc1ccc(S(=O)(=O)Nc2noc3ccccc23)cc1OC	-1	i	-7	-4	-1.7	0	i	-2	3	3
OCCC1CN(Cc2cnc(-c3ccccc3)s2)CCN1C1CCCCC1 (stereo not given)	1	i	-5	-6	-0.7	4	i	1	2	-2
CCN(CC)c1ccc2c(c1)C(=O)N(C)C2=O	1	i	-13	3	0.7	-9	i	-1	3	-17
Cc1cc(C(=O)OCC(=O)Nc2nnc(C(C)C)s2)c2ccccc2n1	4	i	4	-3	-0.2	0	i	-2	-6	-1
N#CCCN(C(=O)COC(=O)c1ccc2c(=O)n3c(nc2c1)CCC3)c1ccccc1	-2	i	-9	-1	0.0	12*	i	7	2	1
Cc1nnsc1-c1nc2ccccc2[nH]1	-2	.	-9	3	-0.6	0	i	5	2	-5
CC(=O)N(c1nc(CCl)cs1)c1c(C)cc(C)cc1C	1	i	-10	2	-0.1	-2	i	0	-1	2
O=C(NCCc1ccc(Cl)cc1)c1nnc(Cc2ccc(Cl)cc2)o1	2	i	0	-1	-1.2	-2	i	7	0	3
Cc1ccc(S(=O)(=O)N(CC(O)CN2CCOCC2)c2cccc([N+](=O)[O-])c2)cc1 (stereo not given)	-3	i	-9	-5	-0.5	-5	i	-2	1	-11
CCCOc1ccc(F)cc1-c1cc(C(=O)Nc2ccc(OC)nc2)[nH]n1	-3	i	.	0	2.8	0	i	4	2	8
COc1cccc(NC(=O)CSc2nc3ncc(Br)cc3[nH]2)c1	-1	i	-1	-2	0.0	6	i	-3	1	-55
NC(=O)c1cc(NC(=O)c2ccc(NS(=O)(=O)c3cccs3)cc2)cc(C(N)=O)c1	-2	i	-16	-4	0.8	0	i	3	2	19
COc1ccc(-c2c(C)n([O-])c3c([n+]2=O)CCCCC3)cc1OC	-3	i	4	-34	-1.3	4	i	5	-6	-10
Oc1ccc(-c2[nH]nc(-c3ccccc3)c2-c2nc3ccccc3[nH]2)cc1	0	i	-6	10	0.4	-5	i	-6	2	-1
O=C(Nc1ccc(F)cc1F)c1cc2ncc(CCCl)cn2n1	0	i	-3	-2	-3.0	1	i	2	-12	-3
CCOc1ccc(S(=O)(=O)N(CC)CC(=O)NCc2ccco2)cc1C	1	i	4	0	-0.4	3	i	1	2	-2
Cc1ccccc1-n1nc(C)c2cc(C(=O)N3CCN(S(=O)(=O)c4ccc(Cl)cc4)CC3)sc21	6	i	-12	17	4.4	-6	i	-6	5	4

Entries of single compounds as entered above. Order of values: STEP block	Neddylation inh	Scp-1 inhibitor	NadD block	LMPTP inh	Rin1 Abl inh	Rpn11 inh	DNMT1 inh	CSN inh	SUMO1 PPI mod
`O=C1CC(NS(=O)(=O)c2cccnc2)CN1c1cccc(F)c1` (stereo not given) reads 2	i	-7	-1	-0.1	4	i	1	5	2
`CC(C)COCC(O)CCC(=O)NNC(=S)Nc1ccccc1` (stereo not given) reads 1	i	0	-4	-2.0	0	i	-2	-5	-6
`Cc1ccc(S(=O)(=O)N(CC(O)CN2CCOCC2)c2cccc([N+](=O)[O-])c2)cc1` (stereo not given) reads -3	i	-9	-5	-0.5	-5	i	-2	1	-11

More compounds follow:
SMILES	STEP block	Neddylation inh	Scp-1 inhibitor	NadD block	LMPTP inh	Rin1 Abl inh	Rpn11 inh	DNMT1 inh	CSN inh	SUMO1 PPI mod
CN1CCN(P(=O)(c2ccccc2)c2nc3ccccc3s2)CC1 (stereo not given)	-1	i	-5	-8	-2.8	-2	i	4	-1	2
COc1ccc(S(=O)(=O)N2CCN(C/C=C/c3ccccc3)CC2)cc1NC(C)=O	0	i	-6	-3	-0.2	1	i	3	3	-1
COc1ccc(C(C#N)Nc2ccc(C)cc2)cc1 (stereo not given)	1	i	-13	-2	-0.4	-2	i	-4	-4	0
O=C(NCCn1cc(SCC(=O)N2CCOCC2)c2ccccc21)c1ccccc1	1	i	-7	-11	-0.6	0	i	-3	-7	4
Cc1ccc(OCC(=O)NCCNC(=O)c2ccncc2)cc1	1	i	-10	-4	-0.9	1	i	1	1	-2
CCn1cc(-c2csc(N)n2)c(C)n1	6	i	-7	-1	0.2	-3	i	-1	5	-1
CCOCCCNC(=O)C(NC(=O)Cc1c[nH]c2ccccc12)c1ccc(OC)cc1 (stereo not given)	0	i	1	1	-1.2	-2	i	1	-2	-2
CN(CCOc1ccccc1)S(=O)(=O)c1ccc2oc3ccccc3c2c1	1	i	-15	0	1.9	0	i	-5	-4	0
CN(C)S(=O)(=O)c1ccc(C(=O)Nc2nnc(SCc3cccc4ccccc34)s2)cc1	-1	.	-5	28	0.7	-2	i	7	-2	-1
CC1=C(C(=O)OCc2ccccc2)C(c2ccc([N+](=O)[O-])cc2)NC(=O)N1CCCC(=O)O (stereo not given)	0	i	-11	1	0.0	1	i	0	-2	-13
COc1cc(/C=C2\NC(=S)N(C)C2=O)ccc1OCc1ccccc1F	1	i	-7	-1	0.4	4	i	-5	4	-4
CCOc1ccc(OCc2ccc(C(=O)NCc3ccncc3)o2)cc1	1	i	-7	6	-0.3	2	i	0	8	2
CSc1cccc(NC(=O)c2[nH]c(C)c(C(C)=O)c2C)c1	-1	i	2	2	1.6	0	i	0	2	0
COc1ccc(/C=N/NC(=O)C(C)Sc2ccccn2)cc1[N+](=O)[O-] (stereo not given)	1	i	3	5	-1.9	1	i	-1	-1	-8
O=C(CC1CCC1)NC(c1ccccc1)c1ccccc1	-3	i	-9	-9	-1.1	3	i	-3	4	1
O=C(NCCS(=O)(=O)NCc1ccc2c(c1)OCO2)c1ccccc1	-1	i	-1	-2	-0.3	-1	i	-5	-3	1
COc1cc(C#N)c(NC(=O)CN2CCN(CCO)CC2)cc1OC	2	i	1	-1	0.7	-4	i	1	-2	3
